# Myeloid diff MLP – compounds promoting myeloid differentiation; ER-HoxA9 myeloid progenitors, lysozyme-GFP differentiation, flow cytometry; calls only at 10 µM; hit rate 1% among 360,000; AID 624256;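 active = normalized GFP-positive differentiation at or above the plate's own cutoff, the solvent-only control mean plus 3 SD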;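 also: cells exposed to compound for four days before flow analysis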
# Siah-1 displacement – blockers of Siah-1 interaction with plectin peptide – biochemical, fluorescence polarization, rhodamine-plectin, uHTS, primary screen (AID 1817). hit rate 0.02% among 290,000. displacement, % at 20 µM; hits with a dose series show IC50 in µM. Siah-1 / rhodamine-plectin peptide fluorescence polarization; higher % means a stronger effect;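 active = displacement of at least 50% at 20 µM, with a fluorescence ratio check between 0.3 and a set limit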;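 also: plate controls were Siah plus tracer with DMSO for no effect and tracer alone without Siah for full effect; strong numbers were not always called active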
# Salmonella PhoP GFP – PhoP-dependent GFP reporter repression – Salmonella Typhimurium, primary screen (AID 1863); inhibition, % at 50 µM, or IC50 in µM where a hit was titrated; S. Typhimurium PhoP-regulated promoter GFP reporter, 4 h; higher % means a stronger effect; hit rate 0.16% among 300,000;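 active = inhibition over 29.93%, a cutoff 3 SD above the screen mean, later confirmed by dose response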;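 also: 0% = low Mg2+ inducing control and 100% = high Mg2+ repressing control; strong numbers were not always called active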
# GPR35 arrestin U2OS – inhibition of zaprinast-stimulated GPR35 beta-arrestin translocation – imaging, U2OS, beta-arrestin-GFP, zaprinast agonist, primary screen (AID 2058). U2OS GPR35 beta-arrestin-GFP translocation imaging, zaprinast antagonism; higher % means a stronger effect. inhibition, % at 10 µM; hits with a dose series show IC50 in µM. hit rate 0.052% among 290,000;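 active = inhibition of at least 50% with at least 30 cells and total cytoplasm GFP at most 10,000,000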
# Rac1 GTP hydrolysis – MgcRacGAP GTPase-activating activity inhibitors, confirmation, biochemical, ADP Hunter fluorescence; MgcRacGAP-stimulated Rac1 GTP hydrolysis, ADP Hunter fluorescence; higher % means a stronger effect; GST-tagged Rac1 F28L mutant substrate; inhibition, % at 30 µM, or IC50 in µM where a hit was titrated; hit rate 0.6% among 340,000;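 active = first-screen hits whose inhibition reached a set limit at any dose in the follow-up dose series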;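 also: fluorescence reports GDP produced by GAP-driven GTP hydrolysis; strong numbers were not always called active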
# GPR55 antagonists – GPR55 antagonists blocking LPI-driven arrestin recruitment, primary screen, imaging, U2OS, beta-arrestin-GFP, LPI agonist (AID 2013); hit rate 0.13% among 290,000; one-dose inhibition, % at 10 µM; IC50 in µM for titrated hits; U2OS GPR55 beta-arrestin-GFP translocation imaging, LPI antagonism; higher % means a stronger effect;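 active = spots per cell inhibited over 60%, with over 100 cells counted and total cytoplasm intensity under 500,000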;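 also: U2OS cells stably carrying GPR55 and arrestin-GFP stimulated by 5 µM LPI near EC80; imaged beta-arrestin-GFP aggregate spots per cell after agonist stimulation; plate controls were LPI-stimulated DMSO wells for no effect and DMSO wells without LPI for full effect; some results filed as inactive read as strong as hits; confirmed hits need IC50 under 10 µM and bright autofluorescent wells are also inconclusive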
# LYP phosphatase – PTPN22 lymphoid phosphatase activity blockers – biochemical, fluorescence intensity, uHTS (AID 1779) | recombinant LYP phosphatase, fluorescence intensity; higher % means a stronger effect | inhibition, % at 11.5 µM, or IC50 in µM where a hit was titrated | hit rate 0.054% among 290,000; in the data active = inhibition above about 50%;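 also: plate controls were vehicle with enzyme for no effect and no enzyme for full effect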
# NTR1 agonist – agonists of NTR1, primary screen, imaging, U2OS cells, beta-arrestin-GFP, high content (AID 493036); NTR1-U2OS beta-arrestin-GFP spot imaging, agonist mode; activation, % at 20 µM; hit rate 0.17% among 330,000; P30989;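 active = activation at or above 40% of the spot to cytoplasm intensity ratio, with at least 20 cells analyzed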;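 also: 0% = DMSO without peptide and 100% = 100 nM NTR1 peptide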
# Target sequence (P30989 whole entry, looked up): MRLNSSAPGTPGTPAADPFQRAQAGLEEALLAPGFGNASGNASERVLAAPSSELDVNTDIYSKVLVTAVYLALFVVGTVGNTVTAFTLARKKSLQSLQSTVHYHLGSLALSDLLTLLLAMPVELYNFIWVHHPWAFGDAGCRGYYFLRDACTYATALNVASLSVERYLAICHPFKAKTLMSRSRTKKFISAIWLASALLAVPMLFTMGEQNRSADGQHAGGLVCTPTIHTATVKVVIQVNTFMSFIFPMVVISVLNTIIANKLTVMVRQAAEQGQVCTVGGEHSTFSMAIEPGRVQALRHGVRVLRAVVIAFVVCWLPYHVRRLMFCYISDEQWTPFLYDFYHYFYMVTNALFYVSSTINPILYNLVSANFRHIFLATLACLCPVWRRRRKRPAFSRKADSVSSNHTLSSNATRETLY
# HIV peptide binding – cell-free HIV fusion peptide-binding blockers – biochemical, uHTS, fluorescence dequenching, primary screen (AID 1986). cell-free peptide binding, fluorescence dequenching, 30 min; higher % means a stronger effect. inhibition, % at 20 µM, or IC50 in µM where a hit was titrated. hit rate 0.3% among 290,000; in the data active = inhibition mostly above about 52%, no sharp cut-off; inactive = mostly below about 76%; also: some results filed as inactive read as strong as hits
# NTR1 agonist cell count 20 µM – recorded beside NTR1 agonist, whose call it bears; cell count; measured here: cell count, cytotoxicity flag
# Myeloid diff MLP GFP+ MAC1+ % – second read-out of Myeloid diff MLP, no call of its own (marks repeat the call); GFP+ MAC1+ double positive, %; measured here: differentiation confirmed by MAC1 staining
# The depositor's hits bear a star; i = inactive; . = not tested or not shown; + = active, no number.
SMILES,Myeloid diff MLP,Myeloid diff MLP GFP+ MAC1+ %,Siah-1 displacement,Salmonella PhoP GFP,GPR35 arrestin U2OS,Rac1 GTP hydrolysis,GPR55 antagonists,LYP phosphatase,NTR1 agonist,NTR1 agonist cell count 20 µM,HIV peptide binding
CCOC(=O)C1=C(CC)Nc2ccccc2N=C1N,i,0.8,4.4%,-6.5%,4.1%,-4.1%,8.6%,-4.5%,-1.1,57,0.6%
CCOC(=O)c1c(N)sc(C(=O)OCCOC)c1C,i,0.3,8.0%,1.0%,3.3%,2.6%,-17.2%,1.0%,2.2,44,0.8%
CCOC(=O)c1c(Nc2ccccc2N)cc(C)nc1C,i,5.7,-2.3%,13.5%,3.5%,12.7%,0.4%,-17.9%,0.2,78,1.6%
Cc1nc2ccc(NC(=O)c3ccc(Cl)s3)cc2s1,i,1.1,10.1%,-6.3%,2.9%,0.7%,6.4%,-7.0%,-1.0,59,1.5%
Cc1ccc(S(=O)(=O)c2nc(S(C)(=O)=O)sc2N2CCC(O)CC2)cc1,i,1.8,1.2%,-5.1%,24.4%,3.5%,-6.3%,-8.3%,0.9,80,0.7%
CCCNC(=O)NC(C)C12CC3CC(CC(C3)C1)C2 (configuration not stated),i,1.4,-1.8%,-10.0%,8.7%,-9.0%,4.2%,-1.3%,-1.2,56,-2.8%
COc1ccc(/C=C2\CCc3ccccc3C2=O)cc1Cn1cccn1,i,0.5,1.7%,6.7%,8.2%,2.3%,3.6%,4.0%,7.7,74,2.4%
O=C(COC(=O)c1c[nH]c(=O)[nH]c1=O)Nc1ccccc1F,i,0.2,-8.1%,-0.9%,13.8%,4.9%,1.2%,-2.8%,-0.7,57,-1.5%
S=C(NCCc1ccccc1)N1CCn2cccc2C1c1cccnc1 (configuration not stated),i,0.5,1.9%,4.8%,4.9%,1.5%,19.9%,3.2%,1.3,59,0.9%
Cc1ccc(NC(=O)CC2Nc3ccccc3NC2=O)cc1Cl (configuration not stated),i,1.2,-1.6%,.,-9.4%,10.1%,2.5%,-1.4%,.,.,12.1%
O=C(NC1CCN(C(=O)Nc2ccccc2Cl)CC1)c1cccc(F)c1,i,7.8,0.2%,5.0%,14.0%,-10.1%,0.0%,-8.2%,-0.2,33,0.5%
COc1cccc(CNC(=O)COc2cccc3c2OC(C)(C)C3)c1,i,0.8,.,-2.1%,.,0.5%,.,.,-0.7,51,.
CCOC(=O)c1sc(NC(=O)C2CC2)cc1C,i,3.8,24.6%,-10.6%,1.9%,2.7%,10.5%,-1.6%,-2.1,92,-1.0%
COc1ccc(Cc2nnc(NC(=O)c3ccc(F)cc3)s2)cc1OC,i,0.1,-2.1%,8.0%,9.3%,13.4%,15.9%,-11.1%,-0.8,57,-0.8%
CCc1c(O)nc(SCC(=O)c2ccccc2)n(-c2ccccc2)c1=O,i,0.5,8.7%,-1.1%,-6.9%,11.5%,7.5%,-7.1%,1.6,56,1.5%
Cn1c(SCC(=O)Nc2ccc(NC(=O)c3cccs3)cc2)nnc1-c1ccncc1,i,0.8,-1.2%,-6.4%,-3.1%,6.1%,1.3%,-0.1%,0.4,93,1.9%
Cc1c(C(=O)Nc2ccc(OC(F)(F)F)cc2)sc2nc3n(c(=O)c12)CCC3,i,0.4,-7.6%,-1.2%,0.7%,8.4%,-1.1%,-5.6%,9.3,34,-2.2%
Cc1cc(C)c(S(=O)(=O)c2ccccc2)c(=O)[nH]1,i,0.5,-2.9%,-5.0%,16.6%,5.3%,-1.6%,-5.8%,-1.1,88,-1.0%
O=C(CCNC(=O)c1ccc(Br)cc1)Nc1cccc(S(=O)(=O)N2CCCCCC2)c1,i,0.5,.,3.9%,.,6.5%,.,.,-0.2,69,.
Cc1cc(N2CCC(C(N)=O)CC2)nc(-c2ccccc2)n1,i,0.3,1.6%,-3.7%,-22.0%,8.9%,1.1%,-3.5%,0.5,70,1.2%
O=C(CSc1nnnn1-c1ccc(Cl)cc1)NNC(=O)c1ccc([N+](=O)[O-])cc1,i,0.7,-0.8%,1.1%,-3.5%,3.5%,6.9%,-5.8%,2.5,67,-0.1%
Cc1cc(OCC(=O)NC(Cc2ccc(Cl)cc2)C(=O)O)c2c(C)c(C)c(=O)oc2c1 (configuration not stated),i,1.2,-0.6%,8.6%,5.4%,4.0%,2.1%,-4.0%,-2.9,81,6.5%
CC(=O)c1ccc(NC(=O)COC(=O)c2ccccc2N=Nc2ccc(N(C)C)cc2)cc1,i,1.0,-6.9%,16.6%,10.5%,-10.6%,10.2%,-3.7%,6.3,49,-1.6%
O=C(O)c1cccc(Oc2ccccc2[N+](=O)[O-])c1,i,0.1,7.9%,-19.5%,18.0%,8.2%,12.4%,-6.7%,0.4,72,5.2%
CSC1=C(C#N)C(c2sccc2C)CC(=O)N1 (configuration not stated),i,0.1,1.2%,-1.2%,15.4%,0.0%,-0.3%,-6.9%,-1.2,29,-0.2%

# Structural class, those above containing a COOH group.
SMILES,Myeloid diff MLP,Myeloid diff MLP GFP+ MAC1+ %,Siah-1 displacement,Salmonella PhoP GFP,GPR35 arrestin U2OS,Rac1 GTP hydrolysis,GPR55 antagonists,LYP phosphatase,NTR1 agonist,NTR1 agonist cell count 20 µM,HIV peptide binding
Cc1cc(OCC(=O)NC(Cc2ccc(Cl)cc2)C(=O)O)c2c(C)c(C)c(=O)oc2c1 (configuration not stated),i,1.2,-0.6%,8.6%,5.4%,4.0%,2.1%,-4.0%,-2.9,81,6.5%
O=C(O)c1cccc(Oc2ccccc2[N+](=O)[O-])c1,i,0.1,7.9%,-19.5%,18.0%,8.2%,12.4%,-6.7%,0.4,72,5.2%

# The results go on:
SMILES,Myeloid diff MLP,Myeloid diff MLP GFP+ MAC1+ %,Siah-1 displacement,Salmonella PhoP GFP,GPR35 arrestin U2OS,Rac1 GTP hydrolysis,GPR55 antagonists,LYP phosphatase,NTR1 agonist,NTR1 agonist cell count 20 µM,HIV peptide binding
CSCCC1C(=O)OC2(C)CC(C)(C)NC(=S)N12 (configuration not stated),i,0.9,5.5%,-3.7%,-2.7%,-2.6%,-2.6%,-5.7%,0.8,74,2.7%
CC(=O)CSc1nc(-c2cccs2)c(C#N)c(=O)[nH]1,i,0.1,-3.2%,-11.0%,2.5%,3.9%,-0.4%,7.8%,-0.2,84,6.6%
CN(C)/N=C/c1ccc(OC(=O)c2cccc([N+](=O)[O-])c2)cc1,i,0.2,-5.0%,-2.2%,-1.1%,50.4µM*,.,-3.9%,2.8,69,0.4%
CCCCN(C)C(=O)c1nc2ccccn2c1CN1CCSCC1,i,0.4,-2.7%,-0.5%,-9.4%,9.1%,12.3%,-3.1%,1.7,69,-0.1%
COc1ccc(CC(=O)NNC(=O)CCc2ccccc2)cc1OC,i,0.9,-3.8%,-11.3%,11.3%,4.8%,-4.5%,-4.7%,0.0,47,-1.9%
O=C(CCC(=O)OCC(=O)c1ccc(Cl)cc1)NC1CCCCC1,i,2.6,4.4%,-4.2%,12.4%,5.9%,-10.1%,-2.2%,0.8,83,-2.2%
CC(C)OC(=O)Cc1nc2sc(-c3ccccc3)cc2c(=O)[nH]1,i,0.3,2.8%,-1.3%,0.7%,3.1%,1.5%,-1.8%,3.0,103,-1.1%
COC(=O)C(NC(=O)CCC(=O)NC(C(=O)OC)c1ccccc1)c1ccccc1 (configuration not stated),i,0.9,0.9%,-3.0%,-2.9%,4.7%,-0.8%,-8.3%,-1.3,47,0.0%
COc1ccc(CNC(=O)Cn2c(=O)oc3ccccc32)cc1OC,i,2.6,-1.5%,3.4%,-2.5%,-7.0%,-2.3%,-10.3%,-0.6,44,0.8%
CC(C)OC(=O)c1cccnc1N1CCN(c2ccc(F)cc2)CC1,i,0.6,4.9%,5.1%,20.6%,-2.6%,11.6%,-6.8%,-0.1,90,1.4%
CCN(CC(=O)Nc1c(F)cccc1F)C(=O)CNC(=O)c1cccs1,i,1.2,.,-2.2%,.,13.4%,.,.,-0.9,46,.
CC1CCCCN1C(=O)C1CCCN(S(=O)(=O)c2cccc3nsnc23)C1 (configuration not stated),i,4.2,-5.5%,-4.5%,-12.9%,-0.9%,-4.7%,-9.8%,-0.5,65,-1.1%
Cc1ccc(NC(=O)C2CCN(S(=O)(=O)c3cccc(C(F)(F)F)c3)CC2)nc1,i,0.8,.,4.9%,.,-1.8%,.,.,0.7,75,.
O=C(COC(=O)c1ccc(S(=O)(=O)N2CCOCC2)cc1)NCc1cccs1,i,0.3,-0.9%,-6.5%,-8.3%,4.9%,6.7%,-7.6%,-0.2,32,-1.0%
COC(=O)CN1C(=O)[C@@H]2[C@H](C1=O)[C@@H]1CC(C(=O)OC)=C[C@@H](C(=O)OC)[C@@H]3C1=C(C(=O)[C@@]3(C)NC(=O)c1ccccc1)[C@@H]2C,i,1.2,.,-2.9%,.,4.0%,.,.,4.5,56,.
Cc1c(Cl)cccc1NC(=O)CSCC(N)=O,i,1.4,5.4%,15.9%,-4.7%,2.3%,-6.9%,-2.2%,0.2,45,0.1%
O=C(CC12CCC(CC1)C2)NCc1ccc2c(c1)OCO2,i,1.5,4.9%,2.8%,-19.8%,-8.2%,0.1%,-7.7%,2.9,71,3.0%
Cc1ccc(NC(=S)N(CCC(C)C)C(C)c2ccncc2)c(Cl)c1 (configuration not stated),i,0.3,-4.7%,5.9%,8.8%,11.3%,-0.1%,-0.7%,4.9,56,-1.6%
C=CCn1c(O)c(N=NC(=O)c2ccc3c(c2)OCO3)c2ccccc21,i,1.0,3.1%,-1.4%,7.5%,-0.4%,4.8%,-7.1%,3.4,46,-2.3%
O=C(C1CCC(=O)N(C2CCCC2)C1)N1CCN(Cc2cccc(F)c2)CC1 (configuration not stated),+,10.5*,-5.0%,-2.3%,15.6%,-39.6%,2.9%,-17.0%,1.5,71,-0.9%
CCCC(=O)NCCc1ccc(S(N)(=O)=O)cc1,i,2.0,-5.2%,6.5%,7.2%,-0.1%,-12.0%,-8.6%,0.6,93,0.1%
CN=c1scc(-c2ccc(OC)cc2)n1/N=C(\C)c1cccnc1,i,0.5,-5.4%,-2.4%,-4.8%,3.9%,-1.1%,-1.3%,7.7,41,-2.6%
O=[N+]([O-])c1ccccc1-c1nc(-c2ccc(Br)o2)no1,i,1.1,-1.2%,8.0%,-1.1%,11.2%,9.3%,3.6%,0.9,47,0.8%
Cc1cccc(OCCCCCNCCO)c1,i,4.9,-0.1%,.,15.3%,-0.3%,-1.7%,-4.3%,1.1,61,0.7%
CC(NS(=O)(=O)c1ccc([N+](=O)[O-])cc1)C(c1cccs1)N1CCOCC1 (configuration not stated),i,0.2,9.8%,2.8%,-3.7%,-0.2%,-2.6%,-2.9%,-0.3,86,-1.6%
